Source: PubChem (The Scripps Research Institute Molecular Screening Center)
TTR transcr act: TTR transcription activation, primary screen; SH-SY5Y TTR promoter Gaussia luciferase, luminescence; 100% = recombinant luciferase protein wells; activation, % at 16.7 µM; 1.3% of 92,000 active; AID 1117267;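 active = activation above the mean of all tested compounds plus 3 SD, cut at about 9.5% in these data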;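 also: cells exposed to compounds for one day before reading; 0% = median of all test compound wells on the plate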
The depositor's hits bear a star. Not all compounds are listed (hit frequency here may not be typical).

TTR transcr act | canonical_smiles
0.8 | CCC1CCCN1Cn1cnc2c([nH]c3ccc(Cl)cc32)c1=O (stereo not drawn)
6.8 | C=CCC1CCCC(=O)N2CC[C@H](O)C12 (stereo partly drawn)
0.4 | CC1Cc2ccccc2N1CC(=O)Nc1ccc2c(c1)OCO2 (stereo not drawn)
-1.1 | CCOc1[nH]n(-c2ccccc2)c(=O)c1C=NCc1cccnc1
-1.0 | CCN(CCn1cccn1)C(=O)c1cc(COc2c(F)cccc2F)on1
-0.5 | Cc1ccc(Cc2c(-c3cccc(Br)c3)nc3ccc(Br)cn23)cc1
-0.5 | COc1cc(CN2CCN(Cc3ccc(C)cc3)C(CCO)C2)cc(OC)c1O (stereo not drawn)
-1.3 | O=C(OCC#CCSc1nnc(-c2cccc3ccccc23)o1)c1ccc(SC(F)(F)F)cc1
-1.9 | Cn1c(S(=O)(=O)c2ccc([N+](=O)[O-])cc2)nc(Br)c1Br
-1.7 | Cc1ccc(C(C)C)c(OCCNCc2ccccc2)c1
-0.6 | CCOC(=O)c1nnn2c3ccccc3c(=O)n(C)c12
1.6 | COC(c1ccccc1)c1nnc(CCC(=O)N(C)CCc2ccccc2)o1 (stereo not drawn)
-2.2 | Cc1ccccc1NC(=O)c1sc2nc(N3CCOCC3)c3c(c2c1N)CCCC3
-0.8 | [O-][n+]1c2ccccc2c2n1CCN1CCOC21c1ccc(Cl)cc1 (stereo not drawn)
0.8 | COc1cc(/C=C/C(=O)N2CCCc3ccccc32)cc(OC)c1OC

Some of the entries so far, with tabs:
Structure	TTR transcr act
C=CCC1CCCC(=O)N2CC[C@H](O)C12 (stereo partly drawn)	6.8
CC1Cc2ccccc2N1CC(=O)Nc1ccc2c(c1)OCO2 (stereo not drawn)	0.4
CCOc1[nH]n(-c2ccccc2)c(=O)c1C=NCc1cccnc1	-1.1
CCN(CCn1cccn1)C(=O)c1cc(COc2c(F)cccc2F)on1	-1.0
Cc1ccc(Cc2c(-c3cccc(Br)c3)nc3ccc(Br)cn23)cc1	-0.5
COc1cc(CN2CCN(Cc3ccc(C)cc3)C(CCO)C2)cc(OC)c1O (stereo not drawn)	-0.5
O=C(OCC#CCSc1nnc(-c2cccc3ccccc23)o1)c1ccc(SC(F)(F)F)cc1	-1.3

Back to the main list; the 3 compounds before the break are reprinted first.
TTR transcr act | canonical_smiles
-2.2 | Cc1ccccc1NC(=O)c1sc2nc(N3CCOCC3)c3c(c2c1N)CCCC3
-0.8 | [O-][n+]1c2ccccc2c2n1CCN1CCOC21c1ccc(Cl)cc1 (stereo not drawn)
0.8 | COc1cc(/C=C/C(=O)N2CCCc3ccccc32)cc(OC)c1OC
-0.7 | COc1ccccc1-c1nnc(N(C)C(=O)C2CCCO2)s1 (stereo not drawn)
1.8 | Cc1cccc(NC(=O)c2cc(NC(=O)C3CCCCC3C(=O)O)ccc2N2CCOCC2)c1 (stereo not drawn)
3.7 | C=CCc1cc2c(oc(=O)c3ccccc32)c(C)c1O
5.6 | CCCNC(=O)CN(C)CC(=O)Nc1ccccc1C#N
0.7 | CC(C)(C)c1cc[n+](-c2[nH]c(=O)sc2/C=N/NC([S-])=Nc2ccccc2)cc1
0.6 | Cc1cccc(C(=O)NCC(=O)OCC(=O)N2CC3(C)CC2CC(C)(C)C3)c1 (stereo not drawn)
0.5 | CCN(Cc1ccccc1)C(=O)CCS(=O)(=O)c1ccc2c(c1)CCN2C(C)=O
-2.3 | CC(C)(C)OC(=O)N1CCN(C(=O)[C@H](Cc2ccc(O)cc2)n2cc(CCO)nn2)CC1
1.3 | COc1ccc(C(C)=O)cc1CS(=O)(=O)CC(=O)O
-6.2 | O=C(COc1ccc(Cl)cc1Cl)Nc1ccc2nc3n(c(=O)c2c1)CCCC3
1.8 | OC(c1ccccn1)C(O)c1ccccn1 (stereo not drawn)
-1.6 | Cc1ccc(C(=O)C(C)OC(=O)C2CC(=O)N(C3CCCCC3)C2)cc1 (stereo not drawn)
-0.1 | COc1ccc(C(C(=O)NCc2ccccc2)n2c(-c3ccncc3)nc3ccccc32)cc1 (stereo not drawn)
0.7 | Brc1cccc(-c2nnc3n2CCC3)c1
2.4 | CC(=O)N1CCN(Cc2nc3cc(NC(=O)Cn4nc(C)c5ccccc5c4=O)ccc3n2C)CC1

Part of the list above in order of length of the SMILES, ascending:
TTR transcr act | canonical_smiles
5.6 | CCCNC(=O)CN(C)CC(=O)Nc1ccccc1C#N
1.3 | COc1ccc(C(C)=O)cc1CS(=O)(=O)CC(=O)O
-0.7 | COc1ccccc1-c1nnc(N(C)C(=O)C2CCCO2)s1 (stereo not drawn)
-1.6 | Cc1ccc(C(=O)C(C)OC(=O)C2CC(=O)N(C3CCCCC3)C2)cc1 (stereo not drawn)

The listing continues:
TTR transcr act | canonical_smiles
1.1 | O=C(Cc1ccccc1)N1CCC(O)(c2cccnc2)CC1
-1.1 | Cc1nonc1C(=O)N/N=C/c1cc2c(cc1Br)OCO2
2.8 | C=CCOC(=O)c1cn(CC)c2nc(C)ccc2c1=O
-0.9 | CC1=CC(c2ccccc2)n2nnnc2N1 (stereo not drawn)
0.4 | O=C(/C=C/c1ccccc1[N+](=O)[O-])N1CCN(c2ccccc2F)CC1
-2.6 | CCC1=NN(C(=O)CCc2ccccc2)C(O)(C(F)(F)F)C1 (stereo not drawn)
0.6 | CC(C)c1ccc(NC(=O)CNC(=O)Cn2cnc3ccccc3c2=O)cc1
3.3 | COc1ccc(C(=O)NCCCNc2nc3cc(C)cc(C)c3cc2C#N)cc1
7.3 | CC(=O)Nc1ccc(OC(=O)c2cc3ccccc3oc2=O)cc1
1.4 | CCc1cccc(NC(=S)N(CCN(C)C)C(C)c2ccncc2)c1 (stereo not drawn)
-1.0 | CC1(C)CC(=O)c2c(nc(SCC(=O)Nc3nsc(-c4ccccc4)n3)c(C#N)c2-c2ccccc2)C1
0.3 | CC(C)NC(=O)c1ccccc1NC(=O)Cc1ccc([N+](=O)[O-])cc1
0.1 | Cc1ccc2nc(/C(C#N)=C\c3ccc(Oc4ccc(C(F)(F)F)cc4[N+](=O)[O-])cc3)[nH]c2c1
0.4 | O=C(O)c1cc(N/N=C2/CC(c3ccccc3)Oc3ccccc32)ccc1Cl (stereo not drawn)
-1.4 | CCn1ncc(Br)c1C(=O)Nc1ccc2c(c1)OCCO2
-0.6 | CCCCC(CCC(=O)Nc1cc([N+](=O)[O-])ccc1O)C(=O)O (stereo not drawn)
-0.8 | Cc1ccc(NC(=O)C2C(=O)N(CCO)C3(C)CC2c2ccccc2O3)cc1 (stereo not drawn)
-2.0 | CCOc1ccc(-c2nnc(-c3ccccc3)n2-c2ccccc2)cc1
1.5 | CC(OC(=O)c1ccccc1)C(=O)NCCC1=CCCCC1 (stereo not drawn)
1.2 | CC1(Oc2ccc(Cl)cc2)CCN(Cc2ccc(OC(F)(F)F)cc2)C1 (stereo not drawn)
-5.0 | O=C(Oc1ccccc1)N(c1ccccc1)c1ccccc1
7.0 | O=C(CCCC(=O)N1CCCc2ccccc21)N1CCCc2ccccc21
-3.5 | Cc1cc(Cl)ccc1OCCCC(=O)N1CCCCC1
2.7 | O=c1[nH]cnc2sc3c(c12)CCCCC3
0.2 | Cc1ccc(C)c(NC(CC(=O)c2ccccc2)C(=O)OCC(=O)c2cccs2)c1 (stereo not drawn)
-0.5 | CCc1noc(C)c1C(=O)OCC(=O)Nc1cccc(C)c1
9.3 | CN(C)C1=NCCN1CC1CCCCCC1
-2.2 | Cc1cc(C)c(OCC(=O)Nc2ccccc2N2CCOCC2)c(C)c1
4.6 | Cc1ccc(N=C2NC(=O)/C(=C/c3cn(C)c4ccccc34)S2)cc1C
0.6 | CCOC(=O)C1(Cc2ccccc2)CCN(Cc2cccn2-c2nccs2)CC1
0.9 | CN(C)CCn1c2ccccc2c2nc3ccc([N+](=O)[O-])cc3cc21
-0.2 | CNC(=S)N/N=C/c1ccc2c(c1)OCCO2
12.6* | COc1ccc(/C=C/C(=O)Nc2ccc(OC)cc2[N+](=O)[O-])cc1
1.9 | Cc1ccc(C(=O)c2cc([N+](=O)[O-])ccc2N2CC(C)OC(C)C2)cc1 (stereo not drawn)
0.6 | O=C(CCSc1ccccc1)NCCSCc1ccccc1
-1.9 | Cc1ccc(NC(=O)CN(C)C(=O)c2ccc(S(=O)(=O)N(C)c3ccccc3)cc2)cc1
-1.5 | CCCC(=O)Nc1nc2ccc(OC)cc2s1
-1.8 | CC(C)Cc1ccc(CN2C(C)C(=O)N(Cc3cn(Cc4ccco4)nn3)CCS2(=O)=O)cc1 (stereo not drawn)
-0.1 | CCN(CC(=O)Nc1ccc(NC(C)=O)cc1)C(=O)/C=C/c1cccs1
0.2 | CCOc1ccc(CCNC(=O)C2=C(C)C(=O)OC23CCCCC3)cc1OCC
-2.1 | COc1cc(C2C3=C(CC(C)(C)CC3=O)NC3=C2C(=O)c2ccccc23)ccc1O (stereo not drawn)
1.9 | COc1ccccc1NS(=O)(=O)c1cc(N2Cc3ccccc3C2=N)ccc1N1CCOCC1
2.5 | CC1(C)Oc2ccc(C(=O)NNC(=O)Nc3ccccc3)cc2NC1=O
2.2 | CCOc1ccc(C(=O)NC(=S)Nc2cccc(S(=O)(=O)NC3=NCCC3)c2)cc1
0.6 | COc1ccc(N2CCN(c3oc(-c4ccco4)nc3C#N)CC2)cc1
-1.1 | O=C(CNc1ccc2ccccc2c1)N/N=C/c1ccc([N+](=O)[O-])o1
-0.6 | CCCCNC(=O)N1CCN(C(=O)c2ccco2)CC1
0.4 | CCC[C@H]1CCCC/C=C\CCCC(=O)OCCN1C(=O)OC(C)(C)C
0.9 | CN(CC(=O)Nc1ccccc1Cl)C(=O)CSc1nc2ccccc2s1
0.1 | C=CC[C@@H](CC(=O)N[C@H](CO)Cc1ccccc1)C(=O)N[C@H](C)COC(=O)[C@@H](CC=C)Cc1ccc(F)cc1
-1.2 | CN(CC(=O)Nc1ccc(S(N)(=O)=O)cc1)C1CCCCC1
-1.2 | Cc1cc(C)c2c(n1)nn1c(N3CCN(c4ccccc4)CC3)cc(C)nc21
-1.4 | O=C(Nc1ccc(Cl)cc1Cl)NC1CCCC1
-0.5 | CC(=O)c1ccc(OC(=O)c2cccs2)cc1
2.5 | N#Cc1nc(COc2ccccc2Cl)oc1N1CCCC1
-1.5 | COc1ccc([N+](=O)[O-])cc1NC(=O)CCS(=O)(=O)c1ccc(Br)cc1
-2.2 | COc1ccc(Cl)cc1NC(=S)N(CCCN1CCOCC1)Cc1cn(C)c2ccccc12
-0.2 | COc1ccc(C(C#N)CCC2OCCO2)cc1OC (stereo not drawn)
3.1 | O=C(CCCn1c(=O)c2sccc2n(CC(=O)NCC2CCCO2)c1=O)NCc1ccco1 (stereo not drawn)
0.1 | NS(=O)(=O)c1ccc(NC(=O)CN2CCCCC2)cc1

Next section
TTR transcr act | canonical_smiles
-5.3 | N=c1c2c(-c3ccccc3)c(-c3ccccc3)n(Cc3ccccc3)c2ncn1CCCn1ccnc1
1.5 | COC(=O)[C@H](C)NC(=O)Nc1cc(OC)ccc1OC
0.8 | COc1ccc2c(c1)CCCO[C@]21O[C@H](CCO)C[C@H](O)[C@H]1O
-1.0 | N#CCC(=O)NCCCc1ccccc1
2.5 | CNC(=O)/C(C#N)=C/c1cn(CC(=O)OC)c2ccccc12
6.6 | COc1ccc(Cl)cc1NC(=O)CSc1nncn1-c1cccnc1
-1.4 | Cc1nc2ccccc2n2c(-c3ccccc3)c3c(=O)n(C)c(=O)n(C)c3c12
-0.3 | Cc1ccc2nsnc2c1S(=O)(=O)N(Cc1cc2cccc(C)c2[nH]c1=O)CC1CCCO1 (stereo not drawn)
-1.3 | CCCCNC(=O)CC1SC(=NCC)N(CC)C1=O (stereo not drawn)
-0.8 | C=CCNC(=O)/C(C#N)=C/c1ccc(C)o1
-0.8 | Nc1nnn(CC(=O)N/N=C/c2ccncc2)n1
3.4 | Cc1ccc(NC(=O)CSc2nnc(C3CC3)n2N)cc1S(=O)(=O)N1CCOCC1
2.0 | COc1ccccc1NS(=O)(=O)c1ccc(C)c(NS(=O)(=O)c2cc(C(=O)O)cc(C)c2C)c1
-1.5 | CCC(C)n1[nH]c(=O)cc1N (stereo not drawn)
-0.1 | O=P(Cc1cccc[n+]1[O-])(c1ccccc1)c1ccccc1
-0.3 | O=C(NCCc1ccccc1)c1cccc([N+](=O)[O-])c1
-0.2 | CCc1ccc(OCCSc2nc3ccccc3n2CC(=O)O)cc1
-1.8 | O=C(Nc1ccc(OCC(=O)N2CCOCC2)cc1)c1cncc(Br)c1
2.3 | CSc1nc2n(n1)C(C)C1=C(CCCC1=O)N2 (stereo not drawn)
0.5 | O=C(CC[C@H]1O[C@@H](n2cnc3c(NC(=O)c4ccccc4)ncnc32)[C@H](O)[C@@H]1O)NCc1cccs1
0.6 | Cc1cc(C)c2cc(C#N)c(N3CCCN(C(=O)c4cnccn4)CC3)nc2c1
-5.3 | O=C(CN1C2CCCC1CC(NC(=O)c1ccco1)C2)Nc1ccccc1 (stereo not drawn)
-0.2 | CC1CCN(S(=O)(=O)c2cccc(C(=O)Nc3ccccc3)c2)CC1
2.5 | CC(C)c1cc(C(C)C)n2nc(N)nc2n1
4.4 | CC1CCCC(C)N1CCCNC(=O)c1nn(C)c2c1CSc1ccccc1-2 (stereo not drawn)
0.7 | Cc1cc2nc3c(nc2cc1C)C(O)=C3O
0.1 | COc1ccc(-c2ccc(CN3C(C(C)C)C(=O)N(Cc4cn(Cc5ccco5)nn4)CCS3(=O)=O)cc2)cc1 (stereo not drawn)
0.4 | Cc1ccc(C2(CCNCc3ccco3)CCOC(C(C)C)C2)cc1 (stereo not drawn)
0.5 | CCCCC(=O)Nc1ccc2c(c1)nc1n2CCN(CCOC)C1
-1.2 | C#CCn1cc(/C=N/NC(=O)c2cc3ccccc3o2)c2ccccc21
-1.3 | O=C1CCC(C(=O)Nc2cccc(S(=O)(=O)N3CCOCC3)c2)N1 (stereo not drawn)
-6.5 | COc1ccc(C(=O)N2CCN(c3ccc([N+](=O)[O-])c(NCCc4ccc(OC)c(OC)c4)c3)CC2)cc1
2.6 | Cc1ccc2ncc(S(=O)(=O)c3ccccc3)c(N3CCCCC3C)c2c1 (stereo not drawn)
-2.7 | COc1ccc([C@H]2CC(=O)C=C(c3ccccc3-c3ccccc3)C2)cc1

Fetched by structure from above (2):
TTR transcr act | canonical_smiles
-6.2 | O=C(COc1ccc(Cl)cc1Cl)Nc1ccc2nc3n(c(=O)c2c1)CCCC3
-0.1 | CCN(CC(=O)Nc1ccc(NC(C)=O)cc1)C(=O)/C=C/c1cccs1
